Glioma ERSR ind – induces the endoplasmic reticulum stress response in human glioma cells; 0.02% of 420,000 active; Potency, µM, inactives show at the top dose activation, usual class: activators; U87-MG GRP78 promoter luciferase reporter, 16 h; AID 602332; active = well fitted activation curve with a large enough effect; inconclusive = small, poorly fitted or top-dose-only effect; inactive = no such curve, though single readings can be large or run the other way; also: series mostly up to about 76 µM; % of control where 0% means no effect; nearly all actives have a fitted effect of over 35% in size
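Stably transfected U87-MG human glioma cells carrying a GRP78-based luminescent sensor were seeded at 1000 cells/well, pin-dosed with compounds and incubated 16 h. Luciferase reagent was then added, and end-point luminescence was read after 10 min at room temperature.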
Active calls of the source: *; & = joins results of further samples. Potency is read from the fitted curve at half-maximal effect.

`Cc1ccccc1-c1cc(Nc2ccccc2)ncn1` gave Glioma ERSR ind 2.0%.
Screening COc1cc(=O)n2c(c1C(=O)N(C)Cc1nonc1C)CCN(Cc1ccsc1)CC2 returned Glioma ERSR ind -5.9%.
`CC(CN(C)C)CN1c2ccccc2S(=O)(=O)c2ccccc21` (stereo unspecified) gave Glioma ERSR ind -3.8%.
For CCOc1ccccc1-c1ccc(C(=O)O)s1 the results were Glioma ERSR ind 3.3%.
Screening COC(=O)N1CCC2(CCCN(c3ncccn3)C2)CC1 returned Glioma ERSR ind -3.1%.
COC(=O)[C@@H]1OC(c2ccccc2)O[C@H]1C(=O)OC was read as Glioma ERSR ind 2.9%.
Screening COc1ccc(CN2CCCC(c3nc(C)ncc3-c3ccc(F)cc3)C2)c(OC)c1OC (stereo unspecified) returned Glioma ERSR ind -0.9%.
`COc1ncc2nc(-c3ccccc3)c(=O)n(-c3ccccc3)c2n1` gave Glioma ERSR ind -4.9%.
Screening NCCOB(c1ccccc1)c1ccccc1 returned Glioma ERSR ind -3.5%&-0.7%&2.6%.
For CCN(CC)[C@@H](C)CN1c2ccccc2Sc2ccccc21 the results were Glioma ERSR ind -3.9%.
For COc1cccc(-c2ccc3ncnc(NCc4ccccc4OC)c3c2)c1 the results were Glioma ERSR ind -0.9%.
Screening C[C@H]1C(c2cccc(Cl)c2)=NN(c2ccccc2)[C@@H]1CO returned Glioma ERSR ind -1.0%.
Screening C=C1CCC(OC(C)=O)/C(C)=C/CC2[C@H]1CC2(C)C (stereo partly specified) returned Glioma ERSR ind -1.4%.
`CCc1nc2cc(C(=O)NC3CCS(=O)(=O)C3)cc(NC(=O)c3ccccc3OC)c2n1C` (stereo unspecified) gave Glioma ERSR ind -2.3%.
For NCCCNCCCCNCCCNC(=O)CCc1ccc(O)cc1 the results were Glioma ERSR ind -3.2%.
For O=c1c(-c2ccccc2)nc2cnc(N3CCOCC3)nc2n1-c1ccccc1 the results were Glioma ERSR ind -3.4%.
`COc1ccc(/C=C/C(=O)c2ccc(O)cc2O)cc1OC` gave Glioma ERSR ind inconclusive.
For COc1cccc(CC(=O)NCC2Cc3cc(Cl)cc(-c4ncccn4)c3O2)c1 (stereo unspecified) the results were Glioma ERSR ind -7.6%.
Screening COC(=O)c1cccc(-c2cc(Cl)c3c(c2)CC(CNC(=O)c2cccnc2)O3)c1 (stereo unspecified) returned Glioma ERSR ind 1.9%.
`Nc1nc2c(c(=O)[nH]1)N(C=O)C(CNc1ccc(C(=O)NC(CCC(=O)O)C(=O)O)cc1)CN2` (stereo unspecified) gave Glioma ERSR ind -5.7%.

2 records picked at random from the list so far, as already listed:
Screening C=C1CCC(OC(C)=O)/C(C)=C/CC2[C@H]1CC2(C)C (stereo partly specified) returned Glioma ERSR ind -1.4%.
For COc1cccc(-c2ccc3ncnc(NCc4ccccc4OC)c3c2)c1 the results were Glioma ERSR ind -0.9%.

Additional compounds follow.
Screening O=C1CC(CC(=O)N2CC3CCCC2C3)(c2cccc(F)c2)C(=O)N1Cc1cccnc1 (stereo unspecified) returned Glioma ERSR ind -0.3%.
`CN(C)C(=O)c1ccc(-c2ccc3ncnc(N4CCNCC4)c3c2)cc1` gave Glioma ERSR ind 0.9%.
`O=C(Nc1ccccc1)OC[C@H](CN1CCCCC1)OC(=O)Nc1ccccc1` gave Glioma ERSR ind -0.8%.
Screening COc1ccccc1-c1ccnc(-n2ncc(C(=O)NC3CCCN(Cc4ccccc4)C3)c2C)n1 (stereo unspecified) returned Glioma ERSR ind -1.4%.
For CC(C)Oc1ccc2c(=O)cc(-c3ccccc3)oc2c1 the results were Glioma ERSR ind -3.4%.
COc1ccc(C(=O)N2CCC3(CC2)CN(Cc2ccc(C#N)cc2)C3)cc1 was read as Glioma ERSR ind -4.4%.
`COc1ccccc1-c1nc(N2CCOCC2)c2ccccc2n1` gave Glioma ERSR ind -0.3%.
`Cc1cc2c(c(-c3nc4ccccc4s3)c1)OC(CNC(=O)CCc1cccnc1)C2` (stereo unspecified) gave Glioma ERSR ind -1.9%.
For CC[C@H](C)[C@H](NC(=O)[C@H](C)NC(=O)[C@H](Cc1cnc[nH]1)NC(=O)[C@@H]1CCCN1C(=O)CNC(=O)[C@H](CC(C)C)NC(=O)[C@H](CC(C)C)NC(=O)[C@H](Cc1ccc(O)cc1)NC(=O)CNC(=O)[C@H](C)NC(=O)[C@H](CO)NC(=O)[C@H](CC(N)=O)NC(=O)[C@H](CC(C)C)NC(=O)[C@@H](NC(=O)[C@H](Cc1c[nH]c2ccccc12)NC(=O)CN)[C@@H](C)O)C(=O)O the results were Glioma ERSR ind -2.3%.
For CC(=O)NC(C(=O)O)C(C)(C)SN=O (stereo unspecified) the results were Glioma ERSR ind -6.2%.
For CC(=O)/C(C)=N\O the results were Glioma ERSR ind -3.3%.
Cc1cc(-c2cc(F)cc3c2OC(CNC(=O)[C@@H]2CCC(=O)N2)C3)ccc1F (stereo partly specified) was read as Glioma ERSR ind -6.9%.
For O=C(c1ccncc1)N1CCC2(CCCN(c3ncccn3)C2)CC1 the results were Glioma ERSR ind -3.6%.
Screening COCc1c(C(=O)N2CCN(C3CCCC3)CC2)cnn1-c1ncc2c(n1)-c1ccccc1CCC2 returned Glioma ERSR ind -5.5%.
COc1ncc2ncc(=O)n(Cc3ccc(F)cc3)c2n1 was read as Glioma ERSR ind 1.8%.
COc1cccc(Cn2c(=O)c(-c3cccs3)nc3cncnc32)c1 was read as Glioma ERSR ind -3.9%.
`C[C@@H]1CC[C@H]2C(=O)NC[C@@H](O)CN2[C@@H]1c1ccc(Br)cc1` gave Glioma ERSR ind -3.0%.
Cc1nc(NCc2ccc3nsnc3c2)sc1-c1ccn(C)n1 was read as Glioma ERSR ind 2.5%.
`CC(C)NC(=O)N1CC[C@@]2(CCCN(C(=O)c3ccncc3)C2)C1` gave Glioma ERSR ind 0.4%.
Screening C=CCCC/C=C(/C)C(OCc1ccc(OC)cc1)C(CC/C=C(\C)C(N)=O)OC (stereo unspecified) returned Glioma ERSR ind -4.0%.
`CSCC[C@H](NC(=O)[C@H](CC(C)C)NC(=O)[C@H](Cc1c[nH]c2ccccc12)NC(=O)[C@H](CCC(N)=O)NC(=O)[C@@H](NC(=O)[C@H](Cc1ccccc1)NC(=O)[C@H](CC(=O)O)NC(=O)[C@H](CCC(N)=O)NC(=O)[C@H](C)NC(=O)[C@H](CCCNC(=N)N)NC(=O)[C@H](CCCNC(=N)N)NC(=O)[C@H](CO)NC(=O)[C@H](CC(=O)O)NC(=O)[C@H](CC(C)C)NC(=O)[C@H](Cc1ccc(O)cc1)NC(=O)[C@H](CCCCN)NC(=O)[C@H](CO)NC(=O)[C@H](Cc1ccc(O)cc1)NC(=O)[C@H](CC(=O)O)NC(=O)[C@H](CO)NC(=O)[C@@H](NC(=O)[C@H](Cc1ccccc1)NC(=O)[C@@H](NC(=O)CNC(=O)[C@H](CCC(N)=O)NC(=O)[C@H](CO)NC(=O)[C@@H](N)Cc1cnc[nH]1)[C@@H](C)O)[C@@H](C)O)C(C)C)C(=O)N[C@@H](CC(N)=O)C(=O)N[C@H](C(=O)O)[C@@H](C)O` gave Glioma ERSR ind -3.7%.
For CC(=O)N1CCC2(CCCN(Cc3ccc(C#N)cc3)C2)CC1 the results were Glioma ERSR ind -2.5%.
Screening COc1cccc(Cn2c(=O)cnc3cnc(Oc4ccccc4)nc32)c1 returned Glioma ERSR ind -2.6%.
FC(F)(F)c1ccc(-c2noc(-c3ccccc3)c2I)cc1 was read as Glioma ERSR ind 7.0%.
`Cc1c(C)c2c(c(C)c1OC(=O)CCC(=O)O)CC[C@@](C)(CCC[C@H](C)CCC[C@H](C)CCCC(C)C)O2` gave Glioma ERSR ind -1.7%.
For CO[C@H]1COC(=O)[C@@H](OCc2ccccc2)/C=C\[C@H](C)[C@@H](OC)COC(=O)[C@H](OCc2ccccc2)/C=C\[C@@H]1C the results were Glioma ERSR ind 0.0%.
For CC[C@](C)(CN(C)C)OC(=O)c1ccccc1 the results were Glioma ERSR ind -4.6%.
For Cc1ccccc1-n1cc(CNC(=O)CN2Cc3ccccc3OC(C)C2)cn1 (stereo unspecified) the results were Glioma ERSR ind -5.7%.
For FC(F)(F)c1ccccc1-c1cc(NCc2cccnc2)ncn1 the results were Glioma ERSR ind -5.0%.
Screening COc1cc2c(cc1OC)[C@@H](Cc1cc(OC)c(OC)c(OC)c1)[N@+](C)(CCCOC(=O)CC/C=C/CCC(=O)OCCC[N@+]1(C)CCc3cc(OC)c(OC)cc3[C@H]1Cc1cc(OC)c(OC)c(OC)c1)CC2 returned Glioma ERSR ind -3.5%.
For CC(=O)OC[C@@H]1O[C@H](C/C=N\O[C@@H](C)c2cn([C@H]3COC[C@H]3O)nn2)C=C[C@@H]1OC(C)=O the results were Glioma ERSR ind -2.1%.
`COC(=O)C1=C(C)[C@@H](O)[C@@H](C)[C@H](c2c(OC)c(OC)c(C)c(OC)c2OC)O1` gave Glioma ERSR ind -2.8%.
For COc1ncc2nc(CCc3ccccc3)c(=O)n(Cc3ccc(F)cc3)c2n1 the results were Glioma ERSR ind -2.9%.
`CC(C)C[C@H](NC(=O)[C@H](CC(C)C)NC(=O)[C@@H](Cc1c[nH]c2ccccc12)NC(=O)[C@H](Cc1ccccc1)NC(=O)[C@@H](Cc1c[nH]c2ccccc12)NC(=O)[C@H](CCC(N)=O)NC(=O)[C@H](CCC(N)=O)NC(=O)[C@@H]1CCCN1C(=O)[C@H](CCCCN)NC(=O)[C@@H]1CCCN1C(=O)[C@@H](CCCNC(=N)N)NC(=O)[C@@H]1CCCN1C(=O)CNC(=O)[C@H](CC(C)C)NC(=O)[C@H](CC(C)C)NC(=O)[C@H](Cc1ccc(O)cc1)NC(=O)CNC(=O)[C@H](C)NC(=O)[C@H](CO)NC(=O)[C@H](CC(N)=O)NC(=O)[C@H](CC(C)C)NC(=O)[C@@H](NC(=O)[C@H](Cc1c[nH]c2ccccc12)NC(=O)CN)[C@@H](C)O)C(N)=O` gave Glioma ERSR ind -1.9%.
`OC1(c2cccnc2)CCN(Cc2ccc3c(c2)CN(Cc2ccc4nsnc4c2)CCO3)CC1` gave Glioma ERSR ind -4.8%.
Screening Cc1noc(C)c1-c1ccc2ncnc(N3CCN(C)CC3)c2c1 returned Glioma ERSR ind -2.4%.
Screening CC(C)CCCC(C)C1CCC2C3CC(=O)[C@H]4CC(O)CC[C@]4(C)C3CC[C@@]12C (stereo partly specified) returned Glioma ERSR ind -4.2%.
`Cc1[nH]c2c(C(=O)NCC3Cc4cccc(-c5cccnc5)c4O3)cccc2c1C` (stereo unspecified) gave Glioma ERSR ind -3.8%.
Screening COc1ccccc1CNc1cc(-c2ccc(C(=O)N(C)C)cc2)ncn1 returned Glioma ERSR ind -3.2%.
Screening C[C@@H]1C(SC2Cn3cnc[n+]3C2)=C(C(=O)[O-])N2C(=O)[C@H]([C@@H](C)O)[C@@H]12 (stereo partly specified) returned Glioma ERSR ind -4.0%.

Among those listed so far, 3 contain a Cl atom.
Screening C[C@H]1C(c2cccc(Cl)c2)=NN(c2ccccc2)[C@@H]1CO returned Glioma ERSR ind -1.0%.
For COc1cccc(CC(=O)NCC2Cc3cc(Cl)cc(-c4ncccn4)c3O2)c1 (stereo unspecified) the results were Glioma ERSR ind -7.6%.
Screening COC(=O)c1cccc(-c2cc(Cl)c3c(c2)CC(CNC(=O)c2cccnc2)O3)c1 (stereo unspecified) returned Glioma ERSR ind 1.9%.

Additional compounds.
`COc1ccc(O[C@H]2C=C[C@@H](c3ccccc3)O[C@H]2COC(=O)CC/C(C)=N\OC[C@@H](O)[C@H]2O[C@H]3OC(C)(C)O[C@H]3[C@@H]2O)cc1` gave Glioma ERSR ind -5.2%.
For C=C(C)C(O)/C=C/CCCCCCC (stereo unspecified) the results were Glioma ERSR ind -3.3%.
Screening COc1ccc(NC(=O)c2cc(OCCCN(C)C)nn2Cc2ccccc2)cc1 returned Glioma ERSR ind -2.1%.
`O=c1[nH]ccc2c(S(=O)(=O)N3CCCNCC3)cccc12` gave Glioma ERSR ind -8.2%&-7.8%.
For CCCCC[C@H](O)/C=C/[C@@H]1[C@@H](CC(=O)CCCCC(=O)O)[C@@H](O)C[C@H]1O the results were Glioma ERSR ind -4.6%.
For COc1cc(-c2oc3cc(O)cc(O)c3c(=O)c2OC[C@@H]2OC(O[C@@H]3O[C@@H](C)[C@H](O)[C@@H](O)[C@H]3O)[C@@H](O)[C@H](O)[C@@H]2O)ccc1O (stereo partly specified) the results were Glioma ERSR ind -2.5%.
For COc1ccc(C=C2c3ccccc3C(=O)c3ccccc32)cc1O the results were Glioma ERSR ind -5.0%.
For COCC(=O)N1CCC2(CCCN(C(=O)Nc3ccccc3)C2)CC1 the results were Glioma ERSR ind -1.4%.
Screening CCc1c(C)[nH]c2c1C(=O)[C@H](CN1CCOCC1)CC2 returned Glioma ERSR ind -4.3%.
`COC(=O)c1ccc(CN2CCC3(CCC(CNC(=O)c4ccco4)O3)CC2)cc1` (stereo unspecified) gave Glioma ERSR ind 0.5%.
For CO[C@]12CC(COC(=O)c3cncc(Br)c3)CN(C)[C@@H]1Cc1cn(C)c3cccc2c13 (stereo partly specified) the results were Glioma ERSR ind -4.4%.
Screening COc1cc(CN2CCC3(CCC(CNC(=O)c4ccccc4)O3)CC2)cc(OC)c1 (stereo unspecified) returned Glioma ERSR ind -2.0%.
`COc1cc(=O)n2c(c1C(=O)N(C)Cc1nonc1C)CCN(C(=O)c1cccc(C)c1C)CC2` gave Glioma ERSR ind 0.4%.

Among those listed so far, 3 contain a thiophene ring, fused or not.
Screening COc1cc(=O)n2c(c1C(=O)N(C)Cc1nonc1C)CCN(Cc1ccsc1)CC2 returned Glioma ERSR ind -5.9%.
For CCOc1ccccc1-c1ccc(C(=O)O)s1 the results were Glioma ERSR ind 3.3%.
COc1cccc(Cn2c(=O)c(-c3cccs3)nc3cncnc32)c1 was read as Glioma ERSR ind -3.9%.

Assay outcomes deposited in PubChem by National Center for Advancing Translational Sciences (NCATS).

This is a subset; rates above refer to the full screens.
